HDAC3 inhib – HDAC3 deacetylase inhibitors, primary screen, biochemical, fluorescence, cell-free homogeneous. Histone deacetylase 3 (Homo sapiens), O15379. recombinant HDAC3, fluorogenic peptide/trypsin coupled. inhibition, % at 8.3 µM. actives 0.15% (n = 320,000); in the data active means inhibition above about 26%, passing the limit was not always enough; inconclusive means no clear call, values can overlap the other calls
Target sequence (O15379 whole entry, looked up): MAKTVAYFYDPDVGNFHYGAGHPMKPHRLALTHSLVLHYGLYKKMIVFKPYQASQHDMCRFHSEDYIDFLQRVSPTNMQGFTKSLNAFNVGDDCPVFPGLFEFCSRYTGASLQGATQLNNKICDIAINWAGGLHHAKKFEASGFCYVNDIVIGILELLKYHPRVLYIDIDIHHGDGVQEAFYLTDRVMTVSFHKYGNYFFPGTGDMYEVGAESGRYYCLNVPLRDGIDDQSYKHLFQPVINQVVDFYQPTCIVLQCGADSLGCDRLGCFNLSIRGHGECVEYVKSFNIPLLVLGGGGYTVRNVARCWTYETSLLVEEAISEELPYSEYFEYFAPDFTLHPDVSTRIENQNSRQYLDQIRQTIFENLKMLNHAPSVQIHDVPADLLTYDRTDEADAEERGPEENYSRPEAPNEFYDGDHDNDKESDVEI
PolyA inhibitor – polyadenylation inhibitors in yeast reporter cells, primary screen, luminescence, S. cerevisiae | S. cerevisiae SKY197-pL101 polyadenylation reporter, beta-gal luminescence; efflux-impaired pdr1/pdr3 knockout yeast; score 100 = 6 SD above DMSO | calls only at 12 µM | actives 0.02% (n = 300,000);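 active means lowest replicate activity score at least 50, where 100 means six control SD above control mean; inconclusive means lowest score under 50 but half or more replicates reach 50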;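 further: yeast exposed to compound for 9 h at 30 °C; higher score means more reporter readthrough which indicates perturbed polyadenylation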
KCNQ1 inh – inhibitors of human KCNQ1 channel, primary screen, cell-based, thallium flux, high-throughput; Potassium voltage-gated channel subfamily KQT member 1 (Homo sapiens), P51787; CHO-K1 KCNQ1, FluxOR thallium flux fluorescence; active compounds read high; B-score at 10 µM; actives 1.3% (n = 310,000); AID 2642, 2010;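 active means compounds whose thallium flux B-score, printed positive for inhibition, exceeds three library SD while starting fluorescence stays within three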;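 further: channel opened by potassium depolarization with thallium stimulus after 20 min compound exposure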
KCNK9 block – KCNK9 potassium channel inhibitors, primary screen, HEK293 cells, thallium flux; FluxOR thallium flux fluorescence; active compounds read low; B-score at 10 µM; actives 1.2% (n = 310,000); Potassium channel subfamily K member 9 (Homo sapiens), Q9NPC2;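 active means ratio B-score over 3 SD below the library mean, with starting fluorescence within 5 SD of its mean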;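 further: negative B-score means less thallium flux so channel inhibition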
DYRK1A inh – rat Dyrk1A kinase inhibitors, primary screen, biochemical, single point, plate reader. ADP-Glo luminescence, NFATc1 peptide. Dual specificity tyrosine-phosphorylation-regulated kinase 1A (Rattus norvegicus), Q63470. inhibition, % at 12.5 µM. AID 504441, 2011. actives 0.43% (n = 310,000); in the data active means inhibition above about 50%;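 further: plate controls were vehicle with enzyme for no effect and no enzyme for full effect; many of its hits are not listed in these tables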
KCNK3 block – human KCNK3 channel inhibitors, primary screen, CHO cells, FluxOR thallium flux, B-score | Potassium channel subfamily K member 3 (Homo sapiens), O14649 | FluxOR fluorescence; active compounds read low | B-score at 10 µM | actives 0.84% (n = 340,000) | AID 602410, 2012;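 active means B-score under library mean minus 4 SD, starting fluorescence ratio at most library mean plus 5 SD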;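 further: more negative B-score means stronger inhibition of thallium flux through KCNK3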
RGS4 act – RGS4 potentiators or activators, primary screen, cell-based, HEK293 M3R inducible RGS4, calcium flux | carbachol calcium flux Fluo4; active compounds read low | actives 0.92% (n = 310,000) | AID 463111, 2010 | B-score at 10 µM;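 active means B-score of the integrated calcium signal more than 4 SD below the library mean, with starting fluorescence not abnormally high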;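 further: negative B-score means reduced calcium response which marks RGS4 activation or potentiation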
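System: HEK293 FlpIn-TREx cells, stable M3R, doxycycline-inducible RGS4. Timing: overnight RGS4 induction, 30 min dye load 37 °C, 20 min compound RT. Also added: carbachol, ECmax concentration. Measured by: Fluo4 fluorescence kinetic imaging of calcium. Evaluation: integrated calcium ratio converted to B score.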
hERG protect – hERG rescue from dofetilide block, primary screen, cell-based, CHO-hERG, FluxOR thallium flux, dofetilide IC70; AID 1511, 2009; dofetilide IC70 present; Voltage-gated inwardly rectifying potassium channel KCNH2 (Homo sapiens), Q12809; actives 0.51% (n = 310,000); activation (rescue from dofetilide block), less the hit threshold, % at 10 µM;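 active means activation above the mean of controls blocked by dofetilide plus 5 SD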;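 further: thallium influx through hERG after potassium depolarization seen as dye fluorescence rise; in these data hits start at about 4.7%; inactives centre near -7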
KCNQ1 pot – potentiators or activators of KCNQ1 channel, primary screen, cell-based, thallium flux, high-throughput | CHO-K1 KCNQ1, thallium flux FluxOR fluorescence; active compounds read high | B-score at 10 µM | AID 2648, 2010 | actives 0.35% (n = 310,000);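 active means fluorescence ratio B-score, a plate-corrected score, at least three library SD, with initial intensity B-score within 5 SD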
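Medium – assay buffer, equal DMSO in all wells · Material – CHO-K1 cell line with stable KCNQ1 potassium channel expression · Signal – kinetic FluxOR thallium fluorescence, 10-s 1-Hz baseline, 110-s post-stimulus read · Compound – single concentration per compound, DMSO matched to controls · Schedule – 37 °C overnight plating, 90-min dark dye load, 20-min compound pretreatment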
GSK3B inh – human GSK3beta kinase inhibitors, primary screen, biochemical, cell-free homogeneous, HTS | activity score (negative = inhibition), % at 10 µM | GST-GSK3beta kinase, ADP-Glo luminescence, 60 min; active compounds read low | actives 0.038% (n = 300,000) | AID 2097, 2009;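 active means more than half of replicate wells score below -50%, meaning over 50% inhibition versus plate controls; inconclusive means some replicates but at most half score below -50%; inactive means no replicate scores below -50%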;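 further: 0% = median DMSO wells and -100% = median GW8510 positive control wells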
Target sequence (P49841 whole entry, looked up): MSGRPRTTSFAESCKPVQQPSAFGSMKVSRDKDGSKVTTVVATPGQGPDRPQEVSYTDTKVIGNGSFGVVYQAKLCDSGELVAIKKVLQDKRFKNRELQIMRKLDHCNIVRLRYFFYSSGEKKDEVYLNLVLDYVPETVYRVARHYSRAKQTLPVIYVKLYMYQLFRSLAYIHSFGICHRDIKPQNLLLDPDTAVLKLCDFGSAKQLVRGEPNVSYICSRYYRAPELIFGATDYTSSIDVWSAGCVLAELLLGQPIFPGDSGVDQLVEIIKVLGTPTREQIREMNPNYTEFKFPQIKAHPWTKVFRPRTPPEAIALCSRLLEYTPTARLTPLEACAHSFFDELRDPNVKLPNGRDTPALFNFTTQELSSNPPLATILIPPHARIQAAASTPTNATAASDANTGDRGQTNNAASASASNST
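Assay system: GST-fused GSK3beta enzyme, cell-free / Medium: Tris pH 7.5 buffer with MgCl2, DTT, BSA, heparin / Also added: peptide substrate plus 25 µM ATP (final) / Compound: 10 µM single point / Timing: kinase reaction with compound 60 min at room temperature / Detection: ADP-Glo luminescence / Benchmarks: DMSO neutral wells and GW8510 at 20 µM as positive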
GSK3 alpha inh – blockers of GSK3A enzyme activity – biochemical, luminescence, cell-free homogeneous, HTS, primary screen | actives 0.1% (n = 320,000) | Glycogen synthase kinase-3 alpha (Homo sapiens), P49840 | inhibition, % at 10 µM | GSK-3 alpha kinase, ADP-Glo luminescence, 60 min;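 in the data active means inhibition above about 50%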;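 further: GST-tagged GSK-3 alpha with peptide substrate and 25 µM ATP; 0% = DMSO neutral wells and 100% = GW8510 positive control wells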
Numbers without * were called inactive; i = inactive; u = inconclusive; x = no result given.

SMILES | HDAC3 inhib | PolyA inhibitor | KCNQ1 inh | KCNK9 block | DYRK1A inh | KCNK3 block | RGS4 act | hERG protect | KCNQ1 pot | GSK3B inh | GSK3 alpha inh
CCc1ccc(OCC(=O)Oc2ccc([N+](=O)[O-])cc2)cc1 | 2 | i | i | i | x | i | i | 1 | i | -2 | 9
Cc1sc(N/N=C/c2ccco2)nc1-c1ccccc1 | -5 | i | i | i | -2 | i | i | -11 | i | -1 | 2
Cc1ccc(C)c2c(N)c3c(nc12)CCCCC3 (tested in a mixture with another compound) | 1 | i | i | i | 4 | i | i | -18 | i | 23 | -2
CCCN(CCC)c1ccc(/C=C/c2ccc3cc(OCC)ccc3n2)cc1 | x | i | i | i | -4 | i | i | -3 | i | 8 | -1
COc1ccc(C(=O)NCCS(=O)(=O)N(C)C2CCCCC2)cc1 | 0 | i | i | i | x | i | i | -12 | i | -1 | -1
CCOC(=O)C1=NOC(COc2ccccc2C=O)C1 (centres undefined) | -1 | i | i | i | -1 | i | i | -4 | i | 0 | -1
Cc1cccc(-n2c(=O)c3c(C)c(C)sc3n(CC(N)=O)c2=O)c1 | x | x | i | i | -6 | i | i | -10 | i | 4 | -1
CCOC(=O)c1sc(NC(=O)Nc2ccccc2)cc1C | 3 | i | 6* | i | 8 | i | i | -18 | i | 0 | -1
CCOC(=O)C1=C(C)NC(=O)NC1c1ccc(-c2ccc(Cl)cc2)o1 (centres undefined) | 50* | i | i | i | 4 | i | i | -5 | i | 4 | -4
O=C(Nc1ccc(F)cc1)Nc1cccc(Br)c1 | 0 | i | i | i | x | i | i | -6 | i | -4 | 6
Cc1ccccc1OCc1nnc(SCC(=O)Nc2ccc3c(c2)oc2ccccc23)n1C | -1 | i | i | i | 5 | i | i | -8 | i | 1 | -1
COCc1c(C(=O)N/N=C(\C)c2ccc(Cl)s2)nnn1-c1nonc1N | 0 | i | i | i | 4 | i | i | -6 | i | -2 | -1

Some values from the results shown.
`Cc1ccc(C)c2c(N)c3c(nc12)CCCCC3` (tested in a mixture with another compound) in GSK3B inh is entered as 23
`CCOC(=O)C1=C(C)NC(=O)NC1c1ccc(-c2ccc(Cl)cc2)o1` (centres undefined) in GSK3B inh is entered as 4

The listing continues:
SMILES | HDAC3 inhib | PolyA inhibitor | KCNQ1 inh | KCNK9 block | DYRK1A inh | KCNK3 block | RGS4 act | hERG protect | KCNQ1 pot | GSK3B inh | GSK3 alpha inh
Cc1cc(C)c(C#N)c(N)n1 | -7 | i | i | i | 6 | i | i | -16 | i | -1 | -3
CCn1c2ccccc2c2cc(NC(=O)c3cccc([N+](=O)[O-])c3)ccc21 | -2 | i | i | i | -6 | i | i | -10 | i | 3 | -6
Cn1c(=O)c(=O)n(C)c2cc(S(=O)(=O)N3CCCC3C(=O)Nc3ccccc3F)ccc21 (centres undefined) | 5 | i | i | i | -3 | i | i | -5 | i | -1 | 0
CSc1ccc(CN2CCN(CCC(C)C)C(CCO)C2)cc1 (centres undefined) | x | i | i | i | -8 | i | i | -16 | i | -1 | -3
Cc1cc(C)c(CN2CCC(n3nccc3NC(=O)C3CCOC3)CC2)cc1C (centres undefined) | 0 | i | i | i | 7 | i | i | -11 | i | -1 | 4
COc1ccc2nc(NC(=O)CCN3C(=S)NC(C)(C)CC3C)sc2c1 (centres undefined) | -2 | i | i | i | 17 | i | i | -8 | i | -1 | -2
CCOc1ccc(-c2noc(CCC(=O)NCCc3ccccc3)n2)cc1OC | -11 | i | i | i | 3 | i | i | -4 | i | 5 | -15
CCC(=O)Nc1nc(-c2ccc3c(c2)CC(C)N3S(C)(=O)=O)cs1 (centres undefined) | u | i | i | i | 0 | i | i | -3 | i | 0 | -1
c1cc(CNc2ccc(N3CCOCC3)cc2)ccn1 | -2 | i | i | i | -5 | i | i | -10 | i | 2 | -3
COc1ccccc1CC(=O)Nc1cccc2ccccc12 | -5 | i | i | i | 7 | i | i | -10 | i | 6 | -3
Cc1ccnc(NC(=O)Nc2ccc(F)cc2)c1 | -8 | i | i | i | 3 | i | i | -3 | i | 1 | -2
COc1ccc(C(=O)Nc2ccc(-c3ccc(NC(=O)c4ccc(OC)cc4)c(OC)c3)cc2OC)cc1 | -5 | i | i | i | 1 | i | i | -11 | i | 2 | -1
COc1ccc([N+](=O)[O-])cc1NC(=O)Cc1noc2ccccc12 | -3 | i | i | i | -3 | i | i | -6 | i | 3 | -3
O=C(Cn1nnc(-c2ccc(CN3CCOCC3)cc2)n1)N(c1ccccc1)c1ccccc1 | 2 | i | i | i | -1 | i | i | -13 | i | -4 | 3
CCOc1ccccc1C1C(C(N)=O)=C(C)Nc2nc(-c3ccccc3Cl)nn21 (centres undefined) | -5 | i | i | i | 7 | i | i | -12 | i | 4 | -1
O=C(Nc1ccc(N2CCN(Cc3ccccc3)CC2)cc1)c1cccnc1 | 5 | i | i | i | 4 | i | i | -10 | i | -5 | -1
CCN1C(=O)C2C(C1=O)N1C(c3ccccc3)C3C(=O)N(CC)C(=O)C3N1C2c1ccccc1 (centres undefined) | -6 | i | i | i | -2 | i | i | -5 | i | 0 | -9
CN=C1CC(C)(C)CC(=O)/C1=C(/O)CCC(=O)NC | -8 | i | i | i | -3 | i | i | -3 | i | -4 | 3
COc1ccc(C2=C(C)C(N3CCN(C(=O)c4ccco4)CC3)=NS2(=O)=O)cc1 | 2 | i | i | i | 5 | i | i | -2 | i | 1 | 0
CC1=NN(c2ccccc2)C(=O)/C1=C/C=C/c1ccccc1 | 1 | i | i | i | 2 | i | i | -2 | i | 5 | 1
O=C(NCC1CCC(C(=O)O)CC1)c1cccnc1 (centres undefined) | -31 | i | i | i | -7 | i | i | -9 | i | 1 | -1
O=C(O)CNC(=O)c1ccc(NC(=O)/C(=C/c2ccccc2)NC(=O)c2ccccc2)cc1 | 4 | i | i | i | 1 | i | i | -5 | i | -2 | -1
CC(C)C[C@H](NC(=O)[C@@H](O)[C@H](N)Cc1ccccc1)C(=O)O | 0 | i | i | i | x | x | i | -5 | i | 1 | 2
Cc1ccc(-c2nnc(NC(=O)c3c(F)cccc3Cl)s2)cc1 | -2 | i | i | i | 5 | i | i | -6 | i | 1 | -2
CCc1ccc2oc(-c3cccc(N)c3)nc2c1 | -50 | i | i | i | 5 | i | i | -4 | i | 3 | 1
CCOC(=O)/C=c1\s/c(=C(\C#N)C(=O)OCC)n(-c2ccccc2)c1=O | 8 | i | i | i | -6 | i | i | -8 | i | 1 | -1
O=C(NNC(=O)c1ccccc1Br)c1cccc(Cl)c1 | 0 | i | i | i | 0 | i | i | -6 | i | 0 | -1
CCOC(=O)c1cccc(S(=O)(=O)N(CCO)Cc2cc3cc(OC)c(OC)cc3[nH]c2=O)c1 | 2 | i | i | i | -2 | i | i | -14 | i | 10 | -1
COc1cc(/C=N/NC(=O)c2cccnc2)ccc1OC(=O)c1ccc2c(c1)OCO2 | 6 | i | i | i | -3 | i | i | -8 | i | -1 | 0
O=C1[C@H]2[C@@H](c3ccc(Cl)cc3)N3C(=O)N(c4cccc(Cl)c4)C(=O)[C@@]3(Cc3ccc(Cl)cc3)[C@H]2C(=O)N1C1CCCCC1 | -1 | i | i | i | -4 | i | i | -6 | i | -1 | x
Cc1ccc(CSCC(=O)N(C)CC(=O)Nc2ccc(C)cc2)cc1 | -3 | i | i | i | -1 | i | i | -11 | i | 1 | -3
COc1ccccc1N(CCC#N)C(=O)CSc1ccc2c(c1)OCCO2 | 2 | i | i | i | 17 | i | i | -9 | i | 3 | 8
CCn1c(COc2ccc(C)cc2)nc2ccccc21 | 1 | i | i | i | x | -12* | i | -5 | i | 0 | -1
O=C(Nc1ccccc1)NN1CC(=O)N(c2ccc(Cl)cc2)CC1=O | 12 | i | i | i | 0 | i | i | -4 | i | 0 | -1
Cc1ccc(S(=O)(=O)c2nc(-c3ccccc3F)oc2N2CC(C)OC(C)C2)cc1 (centres undefined) | 5 | i | i | i | 4 | i | i | -11 | i | 1 | -1
CN1CCN(C(=O)/C(=C/c2ccc(F)cc2)NC(=O)c2ccccc2)CC1 | 5 | i | i | i | 0 | i | i | -11 | i | 4 | -6
COc1ccc(N2CC(C(=O)N[C@@H](CC(C)C)C(=O)NC3CCCCC3)CC2=O)cc1 (some centres undefined) | -2 | i | i | i | -3 | i | i | -7 | i | 0 | -2
CCCn1nc(NC(=O)C2CCCO2)c2cc3cccc(C)c3nc21 (centres undefined) | -8 | i | i | i | 1 | i | i | -10 | i | -2 | 0
O=C(Nc1ccc(Cl)cc1N1CCOCC1)C1CCCO1 (centres undefined) | 4 | i | i | i | -2 | i | i | -4 | i | 3 | -2
CCCCOC(=O)CCn1c(=S)oc2ccccc21 | 10 | i | i | i | 1 | i | i | -3 | i | 1 | -3
O=C(Nn1cnnc1)c1ccc(Cl)c([N+](=O)[O-])c1 | -14 | i | i | i | 5 | i | i | -7 | i | 2 | -3
O=C(CSc1ccccc1)N1CCN(C(=O)c2ccco2)CC1 | 2 | i | i | i | -6 | i | i | -11 | i | -4 | -1
O=C(Nc1nc(-c2ccc(S(=O)(=O)N3CCCCCC3)cc2)cs1)c1cccs1 | -6 | i | i | i | 5 | i | i | -11 | i | -2 | 0
O=C(CN1CCN(c2ccccn2)CC1)NC1CCCCC1 | 4 | i | i | i | 1 | i | i | -13 | i | -3 | -2

An excerpt. The share of hits here may be higher or lower than overall.
